Screens (PubChem BioAssay)
esBAF inh: inhibitors of esBAF chromatin remodeling in mouse ES cells; 350,000 compounds, 2% hits; reporter increase, % at 12.5 µM; Bmi1-luciferase knock-in reporter, 24 h; 100% = twice the neutral-well signal; in the data active = activation above about 40%; inconclusive = no clear call, values can overlap the other calls;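 also: 0% = median of the plate's neutral control wells and 100% = double that signal; a rise in the Bmi1 reporter signal indicates esBAF inhibition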
RAD54 inh: blocks human RAD54 Holliday junction branch migration. FAM/BHQ fluorescence. inhibition, % at 10.4 µM. 360,000 compounds, 0.14% hits;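 active = mean normalized replicate activity at least 40 and at least half of replicates scoring 40 or more; inconclusive = only one of the two criteria met; inactive = mean below 40 and under half of replicates reaching 40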;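 also: 0% = median of neutral control wells and 100% = median of positive control wells; inhibitors cause a drop in the FAM fluorescence signal; in these data hits start at about 50%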
Target sequence (Q92698 whole entry, looked up): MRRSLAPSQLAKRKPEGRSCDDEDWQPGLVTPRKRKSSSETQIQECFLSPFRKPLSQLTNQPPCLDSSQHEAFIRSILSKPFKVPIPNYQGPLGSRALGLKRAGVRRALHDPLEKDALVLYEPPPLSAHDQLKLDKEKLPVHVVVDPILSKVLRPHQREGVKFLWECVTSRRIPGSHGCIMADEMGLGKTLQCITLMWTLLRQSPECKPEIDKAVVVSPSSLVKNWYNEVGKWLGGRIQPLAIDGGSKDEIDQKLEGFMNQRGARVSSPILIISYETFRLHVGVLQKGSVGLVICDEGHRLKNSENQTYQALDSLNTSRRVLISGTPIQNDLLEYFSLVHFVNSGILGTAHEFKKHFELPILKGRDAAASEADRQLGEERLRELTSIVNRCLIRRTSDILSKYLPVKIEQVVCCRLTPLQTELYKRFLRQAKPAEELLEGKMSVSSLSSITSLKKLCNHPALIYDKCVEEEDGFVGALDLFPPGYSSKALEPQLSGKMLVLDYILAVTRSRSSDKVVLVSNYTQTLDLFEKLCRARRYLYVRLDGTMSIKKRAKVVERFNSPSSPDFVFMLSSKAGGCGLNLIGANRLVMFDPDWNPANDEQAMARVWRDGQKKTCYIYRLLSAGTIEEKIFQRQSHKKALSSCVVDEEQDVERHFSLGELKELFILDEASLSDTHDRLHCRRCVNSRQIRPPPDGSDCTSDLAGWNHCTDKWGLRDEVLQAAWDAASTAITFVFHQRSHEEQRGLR
Xi reactivation: X-chromosome reactivation activator; XiGFP mouse fibroblasts, % GFP-positive cells imaging, 3 d; cells co-treated with 5-aza-dC sensitizer; scaled so ellipticine positive control = 100%; activation, % at 7.58 µM; 360,000 compounds, 0.055% hits; AID 743238;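 active = mean normalized replicate activation at least 10% and every replicate at or above 10%; inconclusive = only one of the two criteria met; inactive = mean below 10% and not all replicates reach 10%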;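 also: 0% = median of on-plate neutral control wells and 100% = ellipticine 6 µM median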
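Assay system: SV40-immortalized XiGFP fibroblast cells, line 68-5-11; buffer or medium: DMEM plus 5-aza-dC sensitizer; compound: one concentration, pinned; timing: compounds 3 days, fix/stain 15 min at room temperature; benchmarks: positive control ellipticine, 6 µM final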
S100A4 MyoIIA: blocks human S100A4 binding to myosin IIA peptide; P26447; S100A4/TAMRA-MyoIIA peptide fluorescence polarization; inhibition, % at 10.7 µM; 360,000 compounds, 0.14% hits;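 active = mean inhibition of at least 70% across replicates, with every replicate also reaching that level; inconclusive = mean inhibition reaches 70% but some replicates fall short; inactive = mean inhibition below 70%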
Target sequence (P26447 whole entry, looked up): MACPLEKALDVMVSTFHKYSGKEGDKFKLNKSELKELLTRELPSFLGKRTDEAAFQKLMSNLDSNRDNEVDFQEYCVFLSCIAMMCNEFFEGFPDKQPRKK
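Test system – S100A4 monomer (human) · Compound – single-point compound testing · Schedule – 5 min incubation before reading · Probe or stimulus – TAMRA-labelled myosin IIA heavy-chain peptide probe, 5 nM · Benchmarks – neutral control DMSO, positive control TFP · Medium – Calcium-containing HEPES buffer, pH 7.2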
EWS-Fli inh: blocks EWS/Fli oncoprotein-driven transcription | A673 NR0B1-luciferase reporter, viability-normalised | inhibition, % at 12.6 µM | AID 651661 | 350,000 compounds, 0.67% hits;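 active = mean inhibition of at least 50% after viability correction, with every replicate also passing that limit; inconclusive = mean reaches 50% but only one of two replicates passes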;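 also: firefly luciferase signal divided by Alamar Blue viability fluorescence both relative to DMSO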
RAD52 inh: inhibitors of human RAD52 DNA annealing. P43351. recombinant RAD52 DNA annealing, FRET fluorescence. inhibition, % at 18.7 µM. 360,000 compounds, 0.46% hits. AID 651710;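 active = every replicate showing at least 50% inhibition; inconclusive = mean inhibition at least 50% but not in every replicate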
FN deposition inh: fibronectin deposition inhibition | AH1F fibroblasts, Alexa488-fibronectin deposition fluorescence, overnight | inhibition, % at 12.6 µM | 350,000 compounds, 0.086% hits | AID 743247;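 active = mean inhibition across replicates of 30% or more, regardless of how many single replicates reach that level; inconclusive = mean under 30% yet at least half of replicates reach 30%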;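 also: positive control wells lacked labelled fibronectin entirely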
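Material: AH1F fibroblast monolayer depositing Alexa488-labelled fibronectin into matrix | Input: 10000 AH1F cells/well | Medium: DMEM plus 2% serum, read in PBS | Reagent: Alexa488-fibronectin, 24 nM final in well | Compound dosing: One dose per compound, pinned | Schedule: 1 h adhesion, overnight exposure | Measured by: Fluorescence at 485 nm excitation, 525 nm emission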
E-selectin induc: induces E-selectin expression in human endothelial cells. HUVEC E-selectin immunofluorescence imaging; normalized: neutral wells 0, TNF-alpha wells 100. activation, % at 7.58 µM. 260,000 compounds, 0.37% hits;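 active = mean E-selectin-positive cell signal at least 10% of the positive control, reached in at least 60% of replicates, without over 20% cell loss; inconclusive = no rule given, readout overlaps actives, possibly toxicity-flagged; inactive = the rest, including those meeting only one limit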;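 also: in these data hits start at about 27%; measured in HUVEC primary endothelial cells; signal is the percent of cells scored E-selectin positive by PE staining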
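Read-out basis: % PE-positive cells; Test system: HUVEC primary endothelial cells; Technique: immunofluorescence imaging; Dosing: single-point compound dose.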
* hit, by the source's call; u = inconclusive; x = not tested or not shown.

SMILES	esBAF inh	RAD54 inh	Xi reactivation	S100A4 MyoIIA	EWS-Fli inh	RAD52 inh	FN deposition inh	E-selectin induc
COc1ccc(CN2C(=NC(=O)C3CCCO3)SC3CS(=O)(=O)CC32)cc1 (configuration not stated)	-6.5	-6.4	0.1	-0.8	x	-5.3	-5.7	x
CC1CCN(C(=O)CCc2nnc3ccc(NCCCN4CCCC4=O)nn23)CC1	1.5	-1.3	0.3	-0.4	-3.7	-12.1	-2.4	x
CC(C)NC(=O)Nc1ccc2c(c1)C(=O)N([C@H](C)CO)C[C@@H](C)[C@@H](CN(C)Cc1ccc(C(F)(F)F)cc1)OCCCC[C@H](C)O2	-1.2	-4.9	-0.1	2.2	3.7	11.8	11.1	x
c1ccc(CN2CCC3(CCCc4ccccc43)CC2)cc1	-2.3	2.6	2.8	-3.5	-2.4	9.3	4.0	0.1
OCC[C@H]1C[C@H](O)[C@@H](O)[C@@]2(OCc3ccccc32)O1	-6.0	0.2	-0.2	0.3	-16.8	-6.6	3.3	-0.2
O=C(Nc1ccc(F)cc1)N1CCCCN2[C@@H](CO)[C@@H](c3ccc(C#CC4CC4)cc3)[C@@H]2C1	-10.8	12.1	0.1	-6.2	26.9	9.4	x	-0.2
COc1ccc(NC(=O)COC(=O)CCSc2ccccc2)cc1OC	-0.3	-17.2	-1.0	-1.2	2.2	-10.1	x	0.2
CC(C)(C)OC(=O)N[C@@H]1C=CC(=O)C1	x	x	0.4	-1.2	-16.2	-13.3	0.2	-0.2
O=C(C[C@H]1C[C@H]2c3cc(NC(=O)c4ccc5c(c4)OCO5)ccc3O[C@H]2[C@@H](CO)O1)NCc1cccnc1	0.7	-6.4	0.5	-18.7	-8.1	7.1	x	-0.2
C[C@@H]1CN([C@@H](C)CO)C(=O)c2cc(NC(=O)CCC(F)(F)F)ccc2O[C@@H](C)CCCCO[C@@H]1CN(C)C(=O)Cc1ccccc1	1.1	-2.9	1.3	x	4.7	x	-15.1	x
COc1ccc(N2CCN(C(=O)c3ccc(F)cc3)CC2)c([N+](=O)[O-])c1	x	x	0.5	0.0	6.4	-17.0	4.3	-0.1
CCN(Cc1ccc(Cl)s1)C(=O)c1cccc(OCc2c(C)noc2C)c1	-3.3	1.3	0.0	-2.5	14.6	1.4	6.6	x
CSc1ccc(-c2cc3c(c4c2ccn4C)C2CCC3O2)cc1 (configuration not stated)	-3.2	-1.5	0.1	-2.1	0.7	-2.7	-10.8	0.9
O=C(COc1ccccc1)Nc1cccc(S(=O)(=O)N2CCCC2)c1	3.0	5.6	-0.2	-1.7	-8.5	1.3	x	u
COCCn1nnnc1C(c1cccs1)N1CCN(c2nc3ccccc3s2)CC1 (configuration not stated)	-0.7	4.2	x	-4.5	1.5	6.1	x	x
COc1ccccc1OCCNC(=O)CCNS(=O)(=O)c1ccc(C)cc1	3.0	-2.3	0.0	2.8	-4.3	-7.1	0.9	0.7
COc1ccc(S(=O)(=O)N(C)C[C@@H]2Oc3ccc(NS(=O)(=O)c4ccc(Cl)cc4)cc3C(=O)N([C@H](C)CO)C[C@H]2C)cc1	-2.8	x	-0.5	x	0.4	x	x	-0.5
COc1cccc(CN2[C@@H]3CNC[C@H]2C3c2ccc(-c3cccnc3)cc2)c1 (some centres not stated)	x	x	0.2	8.2	-1.2	14.9	1.5	0.0
O=C(NC12CC3CC(CC(C3)C1)C2)c1cc([N+](=O)[O-])ccc1Cl	-4.7	-17.5	0.1	-10.5	2.9	1.3	6.9	0.7
COc1cccc(CNC(=O)COC(=O)C2CC3CCCC(C2)C3=O)c1 (configuration not stated)	x	x	0.1	-8.5	-0.4	-5.4	-1.6	x
O=C(COC(=O)CNC(=O)C1CCCCC1)NCc1ccccc1	1.8	7.9	0.0	0.0	2.6	2.8	10.2	-0.1
C[C@H](CO)N1C[C@H](C)[C@@H](CN(C)C(=O)c2ccccc2)OCCCC[C@H](C)Oc2ccc(NC(=O)Nc3ccc(F)cc3)cc2C1=O	-1.7	6.6	-0.1	-4.3	1.2	11.2	x	-0.2
COc1ccc(-c2noc(N3CCC(C(=O)NC(C)c4ccccc4)CC3)n2)cc1 (configuration not stated)	24.3	-0.8	-0.2	0.5	8.1	-2.6	-7.4	-0.1
C[C@H]1CN([C@@H](C)CO)C(=O)c2cc(C#Cc3ccccc3F)cnc2O[C@@H]1CN(C)S(C)(=O)=O	-2.8	1.0	-0.8	0.9	0.4	2.1	-10.8	0.0
CC(NC(=O)C1CCCN(S(=O)(=O)c2cnc[nH]2)C1)c1ccccc1 (configuration not stated)	-8.2	-2.3	-0.2	5.8	-7.1	-18.5	2.3	x

The results go on.
SMILES	esBAF inh	RAD54 inh	Xi reactivation	S100A4 MyoIIA	EWS-Fli inh	RAD52 inh	FN deposition inh	E-selectin induc
C#CCn1c(=NC(=O)c2ccc(Cl)s2)sc2cccc(OC)c21	49.8*	-5.9	0.1	1.8	-35.8	-8.2	1.6	0.2
CCCN1[C@@H]2Cn3c(ccc(-c4ccc(F)cc4)c3=O)[C@H]1[C@@H](C(=O)NCC1CC1)[C@@H]2CO	4.8	-3.7	0.4	-5.6	-4.3	-10.6	x	0.0
Cc1ccc(S(=O)(=O)NCCC(=O)Nc2cccc(S(=O)(=O)N3CCCC3)c2)cc1C	-4.3	3.8	0.0	-0.4	11.4	-10.8	3.8	-0.3
COc1ccccc1N1CCN(CCS(=O)(=O)c2cc(Cl)ccc2Cl)CC1	5.7	6.1	0.5	0.1	1.4	-0.7	-3.5	-0.1
Cc1noc(C)c1NC(=O)Nc1ccc2c(c1)C(=O)N([C@H](C)CO)C[C@@H](C)[C@@H](CN(C)C(=O)Nc1ccc3c(c1)OCO3)OCCCC[C@@H](C)O2	3.8	0.3	0.1	11.0	-12.3	10.9	2.6	-0.2
CCN1CCN(c2ccc(NC(=O)c3cc(S(=O)(=O)N4CCCC4)ccc3Cl)cc2)CC1	9.0	-13.4	-0.1	-10.0	-16.3	-7.3	-1.6	x
O=S(=O)(Nc1cccc(-c2ccc3nncn3n2)c1)c1ccc(Cl)s1	x	x	-0.1	3.4	-11.4	-17.1	-6.6	x
CC(C)(C)c1ccccc1OCCOCCNCc1ccccc1	2.6	3.4	0.2	-2.5	3.9	31.8	-18.7	x
COc1ccccc1C(=O)Nc1ccnn1C1CCN(CC2CC=CCC2)CC1 (configuration not stated)	-5.4	-6.9	0.0	-4.6	x	-2.4	-1.2	0.2
C=CCn1c(COc2cccc(C)c2C)nnc1SCC(=O)N1CCN(c2ccccc2)CC1	x	x	0.2	-3.4	-9.9	-27.9	-0.2	-0.3
CC(C(=O)Nc1ccc(F)c(F)c1F)N(C)CC(=O)Nc1ccccc1Br (configuration not stated)	-4.9	-6.8	0.6	-1.3	3.0	-19.4	11.4	x
COc1ccc(CCC(=O)N2c3ccccc3N=C(c3ccc(C(F)(F)F)cc3)C2C(=O)NC2CCCC2)cc1 (configuration not stated)	x	x	-0.1	-0.2	-42.2	-16.2	0.4	-0.1
CCOC(=O)C1CCN(C(=O)c2ccc3c(=O)n4c(nc3c2)CCCCC4)CC1	x	x	0.0	-0.9	-20.7	14.1	-5.3	-1.9
C[C@@H]1CN([C@H](C)CO)C(=O)c2cc(N(C)C)ccc2O[C@H]1CN(C)Cc1ccc(Oc2ccccc2)cc1	-1.1	2.9	0.2	4.4	9.0	-8.1	9.8	0.1
O=C(CP(=O)(c1ccccc1)c1ccccc1)Nc1nc2ccc(Cl)cc2s1	x	x	0.3	1.9	-6.5	-4.8	4.4	x
CCCC(=O)NC(=S)Nc1ccccc1N1CCOCC1	x	x	-0.1	-2.9	-1.3	-3.8	7.2	2.7
CNC(=O)C[C@H]1C(=O)N(Cc2ccccc2)C[C@@H]1CSC	-1.8	3.2	0.1	1.3	-4.6	-14.8	x	-0.8
COCC(=O)Nc1ccc2c(c1)OC[C@@H](C)N(Cc1ccccn1)C[C@@H](C)[C@H](OC)CN(C)C2=O	-1.2	-6.6	1.0	7.2	-5.3	-6.3	9.2	-0.1
O=C(Cc1ccccc1F)NNC(=O)c1cccs1	x	-5.9	0.0	-9.6	-12.9	0.5	3.0	-0.3
COc1ccc(CC2(CO)CCN(Cc3ccncc3)CC2)cc1	x	x	0.0	-0.8	5.0	-31.9	-5.7	1.4
CCCN(C)C[C@H]1OCCCC[C@@H](C)Oc2ccc(NC(=O)NC(C)C)cc2C(=O)N([C@@H](C)CO)C[C@H]1C	x	-1.7	0.1	4.0	x	14.9	8.5	x
CSc1ccc(CN2CCN(CC=C(C)C)C(CCO)C2)cc1 (configuration not stated)	x	x	0.0	-0.9	6.7	-25.5	3.1	-0.6
Cc1ccc(C)c(N(CC(=O)NC2CCCC2)C(=O)CCC(=O)Nc2nccs2)c1	-9.1	-6.6	0.2	-0.8	1.6	-10.4	5.1	x
COc1ccccc1-c1ocnc1C(=O)Nc1ccc(N2CCOCC2)cc1N1CCOCC1	6.9	-4.7	0.0	-4.9	-4.5	-11.0	8.3	x
O=C(C[C@@H]1C[C@@H]2c3cc(NC(=O)c4ccc5c(c4)OCO5)ccc3O[C@@H]2[C@H](CO)O1)NCc1cccnc1	-2.1	1.8	0.0	-11.9	-9.4	10.7	x	0.2
COc1cccc(C(=O)N(C)CC(=O)Nc2cccc3ccccc23)c1	-0.7	3.2	0.0	-0.2	-0.8	-16.4	-3.3	x
CC1(C(=O)Nc2ccc3c(c2)OCO3)CCN1C(=O)C1CCCCC1 (configuration not stated)	1.9	-10.6	-0.2	-4.4	10.3	-2.7	-4.4	0.1
C[C@@H]1CN([C@@H](C)CO)S(=O)(=O)c2ccc(Br)cc2O[C@H]1CN(C)C	6.0	-1.8	-0.9	-5.1	-0.1	-0.8	-9.1	-0.2
Cc1noc(C)c1NC(=O)Nc1ccc2c(c1)C(=O)N([C@@H](C)CO)C[C@H](C)[C@H](CN(C)S(=O)(=O)c1ccc(Cl)cc1)OCCCC[C@@H](C)O2	-10.1	-5.6	0.0	-3.1	x	5.6	-2.1	-0.1
COc1ccc(S(=O)(=O)N2CCOCC2)cc1NC(=O)c1ccc(OC(F)F)cc1	3.1	7.4	0.0	-6.7	1.0	-5.7	-7.9	-0.2

Complete entries as entered above.
Profile of C[C@@H]1CN([C@@H](C)CO)S(=O)(=O)c2ccc(Br)cc2O[C@H]1CN(C)C = esBAF inh: 6.0; RAD54 inh: -1.8; Xi reactivation: -0.9; S100A4 MyoIIA: -5.1; EWS-Fli inh: -0.1; RAD52 inh: -0.8; FN deposition inh: -9.1; E-selectin induc: -0.2
Profile of C[C@@H]1CN([C@H](C)CO)C(=O)c2cc(N(C)C)ccc2O[C@H]1CN(C)Cc1ccc(Oc2ccccc2)cc1 = esBAF inh: -1.1; RAD54 inh: 2.9; Xi reactivation: 0.2; S100A4 MyoIIA: 4.4; EWS-Fli inh: 9.0; RAD52 inh: -8.1; FN deposition inh: 9.8; E-selectin induc: 0.1
